High-throughput results (PubChem BioAssay)
EphA4 KYL inhibition: inhibitors of EphA4 binding to KYL peptide, primary screen, biochemical, colorimetric, mouse EphA4 (AID 689); EphA4-AP binding to KYL peptide, pNPP A405; higher % means a stronger effect; inhibition, % at 10 µM; hits with a dose series show IC50 in µM; 62,000 tested, 0.1% active; in the data active = a potency from the dose series; inactive = the rest, 99 in 100 with inhibition below about 22%
* = called active by the depositor.

SMILES,EphA4 KYL inhibition
COc1ccc(/C=N/n2c(=O)[nH]c3c([nH]c4ccc(Br)cc43)c2=O)cc1CN1CCOCC1,-10%
Cc1cccc(C)c1NC(=O)/C(=C/c1ccco1)c1ccccc1,-2%
COc1ccc(-c2ccc(/C=C3\C(=O)N(c4ccccc4)N=C3c3ccccc3)o2)c([N+](=O)[O-])c1,4%
O=C(CSc1nc(-c2ccccc2)cs1)N1CCc2ccccc21,0%
O=C(NCc1cccnc1)/C(=C/c1ccc(-c2cccc(Cl)c2)o1)NC(=O)c1ccccc1,6%
CC1CCN(c2ccccc2NC(=S)NC(=O)c2cccs2)CC1,-4%
Cc1ccc(/C=N/NC(=O)CSCc2ccc(Cl)cc2)cc1,-2%
COc1ccc(NS(=O)(=O)c2ccc(NS(=O)(=O)c3ccc(C)cc3)cc2)nn1,-9%
c1ccc2oc(-c3ccc(Nc4nc(N5CCCCC5)nc(N5CCOCC5)n4)cc3)nc2c1,-2%
CCOC(=O)COc1nc(Nc2ccccc2C)nc(N(C)C)n1,-12%
CCOC(=O)C1=C(C)NC(=O)NC1c1ccc(OC)cc1OC (stereo unspecified),-3%
COc1cccc(NC(=O)CNS(=O)(=O)c2ccc3nc(C)sc3c2)c1,-14%
O=C(c1ccc(CN2CCc3ccccc3C2)cc1)N1CCCCC1,-14%
O=C(NCc1cccs1)c1cc2ccccc2o1,-14%
CCC(=O)N/N=C(\C)CC(=O)Nc1ccc2ccccc2c1,-1%
Cc1ccc(S(=O)(=O)N2CC3(C)CN(S(=O)(=O)c4ccc(C)cc4)CC(C)(C2)C3O)cc1 (stereo unspecified),-20%
O=C(N/N=C/c1ccc([N+](=O)[O-])s1)c1ccccc1Br,-6%
Cc1cc(C)n(C(=O)CCN2C(=O)c3ccccc3C2=O)n1,16%
COc1ccc(NC(=O)C(C)N2c3cccc4cccc(c34)S2(=O)=O)cc1 (stereo unspecified),-19%
O=C(NC12CC3CC(CC(C3)C1)C2)c1ccc(-c2ccccc2Cl)o1,1%
Cc1nn(C)c(Oc2cccc(Cl)c2)c1C(=O)Nc1ccc(F)cc1F,-14%
CCCCC(=O)NC1(C(F)(F)F)C(=O)N(CC(C)C)C2=C1C(=O)CC(C)(C)C2 (stereo unspecified),-8%
Cc1c(N2C(=O)/C(=C/c3ccc(OC(=O)c4cccc([N+](=O)[O-])c4)cc3)SC2=S)c(=O)n(-c2ccccc2)n1C,-21%
O=C(O)CCC(=O)Nc1nnc(C(F)(F)F)s1,-33%
Cc1ccc(C)c(-n2c(Cc3cc(=O)[nH]c(=O)[nH]3)nnc2SCC(=O)NCC2CCCO2)c1 (stereo unspecified),-11%
CCOC(=O)CCCn1c(C)nc(=O)c(-c2ccccc2)c1C,-18%
O=C(/C=C/c1ccc(O)cc1)c1ccc(NC2=C(N3CCCCC3)C(=O)c3ccccc3C2=O)cc1,-6%
CC(C)C(=O)Nc1ccc(Br)c(NC(=O)c2ccccc2)c1,-1%
CC(/C=C/C=C/c1ccccc1)=N/NC(=O)CNc1ccc(C)cc1,0%
CCCCCCC(=O)N(O)C1CC(=O)N(c2ccc(C)cc2)C1=O (stereo unspecified),-22%
Cc1c(C(=O)N2CC(C)OC(C)C2)sc2nc(-c3ccc(F)cc3)cn12 (stereo unspecified),-8%
NC(=O)c1ccc(-c2ccc(Br)cc2)o1,0%
N#CC1=C2N=C(N)c3c(sc4c3CCCCC4)N2C2=C(C(=O)CCC2)C1c1ccccc1 (stereo unspecified),6%
CC1=NN(C(=O)c2ccc(C)cc2)C(O)(C(F)(F)OC(F)(F)F)C1 (stereo unspecified),-20%
CCOC(=O)N1CCN(Cc2nc3c(c(=O)n(C)c(=O)n3C)n2Cc2cc(C)ccc2C)CC1,-9%
CC(=C/c1ccccc1)/C=N/n1c(-c2ccco2)n[nH]c1=S,-2%
Cc1cc(NC(=O)COC(=O)C2CCN(S(=O)(=O)c3ccc(Cl)cc3)CC2)no1,-2%
COc1cc2c(cc1OC)C(c1cccc(OC)c1OC)CC(=O)N2 (stereo unspecified),-10%
O=C(CSc1nnc(Cc2cccs2)n1C1CCCCC1)N1CCN(C(=O)c2ccco2)CC1,-7%
CCN(Cc1ccccc1)Cc1cc(OC)cc(OC)c1,7%
CCOC(=O)c1c(N)sc2c1CCS(=O)(=O)C2,-5%
O=C(Nc1cccnc1)c1ccco1,-13%
O=C(CSc1ncccc1C(=O)O)Nc1ccccc1,-3%
CCCCc1ccc(-c2c(C#N)c(N)nc3c2CCCC3)s1,-22%
CCOC(=O)c1ccc(NC(=O)C2=C(C)Nc3nc(CCCO)nn3C2c2cccc(C)c2)cc1 (stereo unspecified),-20%
COc1ccc(S(=O)(=O)N(CC(=O)O)Cc2ccccc2)cc1,1%
COC(=O)CSc1nnc(CNC(=O)c2cccs2)n1-c1cc(OC)ccc1OC,9%
COc1ccc(C2=Nn3c(nnc3-c3ccncc3)SC2)cc1,-14%
O=C(CSc1nc2c(c(=O)[nH]1)CCCC2)Nc1ccc(Cl)cc1F,-8%
Cc1ccc(-c2nnc(Nc3ccc4c(c3)nc(C)n4C)c3ccccc23)cc1,-10%

Given with values ahead of the structure: part of the list above.
EphA4 KYL inhibition | SMILES
1% | COc1ccc(S(=O)(=O)N(CC(=O)O)Cc2ccccc2)cc1
9% | COC(=O)CSc1nnc(CNC(=O)c2cccs2)n1-c1cc(OC)ccc1OC
-14% | COc1ccc(C2=Nn3c(nnc3-c3ccncc3)SC2)cc1

Molecules from the list above with a COOH group, in the order listed:
SMILES,EphA4 KYL inhibition
O=C(O)CCC(=O)Nc1nnc(C(F)(F)F)s1,-33%
O=C(CSc1ncccc1C(=O)O)Nc1ccccc1,-3%
COc1ccc(S(=O)(=O)N(CC(=O)O)Cc2ccccc2)cc1,1%

Later entries
SMILES,EphA4 KYL inhibition
COc1ccc(CCNC(=O)C2CCCN2C(=O)NC2CCCCC2)cc1OC (stereo unspecified),6%
Cc1cccc(-c2cc(NC(=O)c3ccc(Br)cc3)n[nH]2)c1,14%
O=C(O)CCN=C1CCCc2ccccc2N1,1%
O=C(C1CCCN(S(=O)(=O)c2cccc3nsnc23)C1)N1CCc2ccccc2C1 (stereo unspecified),-5%
CC(=O)c1cccc(NC(=O)Nc2cnn(Cc3ccc(Cl)cc3Cl)c2)c1,-1%
COC(=O)c1ccccc1NC(=O)CS(=O)(=O)Cc1nc(-c2ccc(C)cc2)oc1C,1%
CCOC(=O)c1ccc2c(c1)n(CC)c(/C=C/Nc1ccccc1)[n+]2CC,-9%
C=CCNc1nc(NCCN2CCOCC2)nc(OC)n1,2%
O=C(CC1CCCC1)OCn1nnc2ccccc2c1=O,-11%
CCO/C=C1\C(=O)N(c2ccccc2)C(=O)c2ccccc21,-10%
COc1cccc(CNC(=O)C2CCN(S(=O)(=O)c3c(C)nn(C)c3C)CC2)c1,-2%
CCCCC(=O)Nc1ccc2c3c(cccc13)C(=O)N2CC,-11%
Cc1ccc(-n2c(-c3ccco3)nc3c(cnn3-c3ccc(C)cc3)c2=O)cc1,-24%
COc1ccc2nc(NC(=O)C3CCN(S(=O)(=O)c4cccc5nsnc45)CC3)sc2c1,-7%
O=C(N1CCOCC1)N1CCN(c2ccccc2F)CC1,2%
COc1cc(C2SCC(=O)N2c2c(C)n(C)n(-c3ccccc3)c2=O)ccc1O (stereo unspecified),-4%
COC(=O)Nc1sc(C(=O)N(C)C)c(C)c1C(=O)OC,2%
Cc1ccccc1-c1ccc(Nc2ccc(C(=O)N3CCOCC3)cc2)nn1,13%
CCn1nc(NC(=O)c2ccco2)c2cc3ccccc3nc21,-10%
O=C(NCCCN1CCCC1)c1ccc(CS(=O)(=O)c2ccc(Br)cc2)o1,6%
CCC1(C)Cc2ccccc2C(Nc2c(C)n(C)n(-c3ccccc3)c2=O)=N1 (stereo unspecified),-3%
O=C(Nc1ccc(S(=O)(=O)N2CCN(Cc3ccccc3)CC2)cc1)c1cnccn1,-13%
COc1ccccc1C(=O)Nc1ccc(CN2CCCCC2)cc1,-11%
CC(=O)c1cccc(Nc2nc(=O)c3cccnc3s2)c1,-15%
O=C(Nc1cc(Cl)cc(Cl)c1)S(=O)(=O)c1ccccc1,-15%
Cc1ccc(C)c(S(=O)(=O)N/N=C2/CCCc3ccccc32)c1,-11%
O=C(Nc1ccc2c(c1)OCO2)C1CCN(C(=O)CSc2ncnc3ccccc23)CC1,2%
CC(=O)c1c(C)[nH]c(C(=O)Nc2cc(C)ccc2C)c1C,0%
COc1cc(-c2nc(Cc3ccccc3Cl)no2)cc(OC)c1OC,-16%
C=CCn1c(SCC(=O)NC(=O)NCCC)nnc1C1CCCCC1,4%
CCOc1ccc(C(=O)N2CCN(Cc3ccccc3)CC2)cc1,0%
CC1=NN(C(=O)c2cccc([N+](=O)[O-])c2)C(O)(c2ccc(Br)cc2)C1 (stereo unspecified),-10%
CCOC(=O)c1nn(-c2ccc(C)cc2)cc1O,-28%
CCOC(=O)C1CCCN(C(=O)c2cc3c(=O)n(C)c4ccccc4c3n2C)C1 (stereo unspecified),-4%
Cc1cccc(CSCCNC(=O)CSCc2ccc([N+](=O)[O-])cc2)c1,-7%
O=C(NC1CCCC1)C1CC1c1ccccc1 (stereo unspecified),-3%
Cc1ccc(-c2nc3ccccc3o2)cc1NC(=O)Cc1cccs1,4%
CCOC(=O)c1[nH]cnc1C(=O)N1CCOCC1,-3%
CCCc1nc2cc(CC(=O)OC)ccc2o1,-2%
CC1CCC/C(=N/Nc2ccc([N+](=O)[O-])cc2[N+](=O)[O-])C1 (stereo unspecified),0%
COc1ccc(OC)c(C2C(C#N)=C(N)Oc3c2c(C)nn3-c2cccc(Cl)c2)c1 (stereo unspecified),-6%
O=C1OCCC1S(=O)(=O)c1ccc2ccccc2c1 (stereo unspecified),-2%
O=C(CNC(=O)c1ccco1)OCC(=O)c1ccccc1,16%
CCOC(=O)/C(C#N)=C/c1ccc(OC)cc1OC,1%
Cc1c(C#N)c(N=CN(C)C)c(C(=O)c2ccc(Br)cc2)n1-c1ccc(Cl)cc1,-32%
CCOC(=O)/C=C1\SCC(=O)N1CC(=O)Nc1ccc(C(C)C)cc1,0%
O=C(/C=C/c1ccccc1)Nc1nnc(-c2ccco2)s1,10%
CCN(CC)C(=O)CSc1nnc(C2CCCCC2)o1,-20%
O=C(Cn1nc(-c2ccccc2)ccc1=O)NCc1ccc2c(c1)OCO2,-10%
CCOc1ccc(-n2ccnc2SCC(=O)Nc2nnc(C)s2)cc1,-2%

(next part)
molecule	EphA4 KYL inhibition
CNc1nc(C)cc(C)c1S(=O)(=O)c1ccc(Cl)cc1	2%
COc1cc(CNc2cccc(F)c2)cc(Br)c1O	8%
CCOC(=O)c1c(C)[nH]c(C(=O)COc2ccc3c(c2)OCO3)c1C	-12%
N#CCCn1c(SCC(=O)c2c[nH]c3ccccc23)nc2ccccc21	-8%
CCCCC1CCC(/C(N)=N/O)CC1 (stereo unspecified)	3%
Cc1ccccc1S(=O)(=O)c1c(C)cc(C)n(CC(C)C)c1=O	4%
O=C(NC(=S)Nc1ccc2oc(-c3ccc(Cl)c(Cl)c3)nc2c1)c1ccccc1	-8%
Cc1ccccc1-c1nnc(-c2ccc(Br)cc2)o1	6%
COc1ccccc1C(=O)O/C(=C/c1nc2ccccc2n1C)c1ccccc1OC	0%
COc1ccccc1NC(=O)C1=C(C)NC(=O)NC1c1cccc(OC)c1OC (stereo unspecified)	2%
COC(=O)C1=C(N)Oc2cc(C)n(CCc3ccccc3)c(=O)c2C1c1cccnc1 (stereo unspecified)	-1%
N#Cc1ccc(-c2ccc(F)cc2)nc1Sc1ccccc1	-9%
CCOC(=O)C1CCN(C(=O)Nc2cccc3ccccc23)CC1	0%
O=C(C1CCN(S(=O)(=O)c2cccc3nsnc23)CC1)N1CCc2ccccc21	-9%
COc1ccc(CNc2ccc3c(c2)CCC3)cc1OC	2%
CCCCn1c(SCC(=O)Nc2nnc(C)s2)nnc1-c1ccoc1C	-1%
OCCNc1cc(-n2nc(-c3ccccc3)cc2-c2ccccc2)ncn1	-5%
CCn1ncc(C2=NOC(C(=O)Nc3c(C)nn(Cc4ccc(F)cc4)c3C)C2)c1C (stereo unspecified)	-8%
Brc1ccccc1Cn1c(-c2cscn2)nc2ccccc21	-13%
Cc1ccc(C(=O)/C=C2\NCC(C)NC2=O)cc1 (stereo unspecified)	-2%
N#C/C(=C(\O)c1ccco1)c1ccccn1	-2%
CCC(=O)Nc1cccc(NC(=O)CSc2nnnn2C)c1	-6%
COc1ccc(OCCCCOc2ccccc2Cl)cc1	-14%
Cc1ccc(Cl)cc1N1CCN(S(=O)(=O)c2c(C)[nH]c(=O)[nH]c2=O)CC1	-2%
CCOC(=O)c1sc2nccc(N(C)C)c2c1N=CNOCc1ccccc1	4%
Cc1ccc(C(=O)NCCNc2ccc([N+](=O)[O-])cc2)cc1	0%
Cc1ccc(NC(=O)CN(C)C(=O)CN2C(=O)NC(C)(c3ccccc3)C2=O)cc1 (stereo unspecified)	-2%
O=C(O)C1CCCCC1C(=O)Nc1ccc(F)cc1F (stereo unspecified)	-11%
COc1cc(C2N(c3cccc(Cl)c3)C(=O)C3CCCN32)cc(OC)c1OC (stereo unspecified)	-4%
Cc1cccc2cc3c(NC(=O)C(C)C)nn(C)c3nc12	3%
Cc1[nH]n2c(=O)cc(C(C)(C)C)nc2c1-c1ccccc1	-18%

5 neighbouring entries already listed, quoted:
molecule	EphA4 KYL inhibition
Cc1ccc(NC(=O)CN(C)C(=O)CN2C(=O)NC(C)(c3ccccc3)C2=O)cc1 (stereo unspecified)	-2%
O=C(O)C1CCCCC1C(=O)Nc1ccc(F)cc1F (stereo unspecified)	-11%
COc1cc(C2N(c3cccc(Cl)c3)C(=O)C3CCCN32)cc(OC)c1OC (stereo unspecified)	-4%
Cc1cccc2cc3c(NC(=O)C(C)C)nn(C)c3nc12	3%
Cc1[nH]n2c(=O)cc(C(C)(C)C)nc2c1-c1ccccc1	-18%

The list is partial, so the mix of outcomes need not match the whole.
